# RAD52 inh: blocks human RAD52 DNA annealing; P43351; recombinant RAD52 DNA annealing, FRET fluorescence; inhibition, % at 18.7 µM; 0.46% of 360,000 active;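 active means every replicate showing at least 50% inhibition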
# Target sequence (P43351 whole entry, looked up): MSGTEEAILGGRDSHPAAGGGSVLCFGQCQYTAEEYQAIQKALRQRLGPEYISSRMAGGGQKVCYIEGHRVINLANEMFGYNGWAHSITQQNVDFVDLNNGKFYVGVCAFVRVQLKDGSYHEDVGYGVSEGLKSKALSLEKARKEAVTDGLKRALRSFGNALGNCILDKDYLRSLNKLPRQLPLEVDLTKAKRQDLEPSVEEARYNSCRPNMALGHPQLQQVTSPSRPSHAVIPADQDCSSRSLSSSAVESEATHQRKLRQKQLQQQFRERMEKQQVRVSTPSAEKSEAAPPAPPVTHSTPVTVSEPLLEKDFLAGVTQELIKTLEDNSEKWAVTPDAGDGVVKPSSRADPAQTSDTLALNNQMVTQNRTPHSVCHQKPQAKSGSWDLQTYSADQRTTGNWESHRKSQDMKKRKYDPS
# RAD54 inh: RAD54 (human) branch migration inhibition; Q92698; inhibition, % at 10.4 µM; 0.14% of 360,000 active; RAD54 Holliday junction branch migration, FAM/BHQ fluorescence;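 active means mean normalized replicate activity at least 40 and at least half of replicates scoring 40 or more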;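 further: 0% = median of neutral control wells and 100% = median of positive control wells; inhibitors cause a drop in the FAM fluorescence signal; in these data hits start at about 50%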
# Xi reactivation: reactivates the inactive X chromosome in mouse fibroblasts; XiGFP mouse fibroblasts, % GFP-positive cells imaging, 3 d; cells co-treated with 5-aza-dC sensitizer; scaled so ellipticine positive control = 100%; activation, % at 7.58 µM; 0.055% of 360,000 active; AID 743238;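 active means mean normalized replicate activation at least 10% and every replicate at or above 10%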;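 further: 0% = median of on-plate neutral control wells and 100% = ellipticine 6 µM median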
#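 Material: XiGFP fibroblasts, SV40-immortalized. Buffer or medium: DMEM plus 5-aza-dC sensitizer. Compound: single concentration per compound, delivered by pin transfer. Times: 3 days compound exposure. Controls: ellipticine 6 µM.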
# esBAF inh: blocks esBAF chromatin remodeling in mouse ES cells; AID 602393; Bmi1-luciferase knock-in reporter, 24 h; 100% = twice the neutral-well signal; 2% of 350,000 active; reporter increase, % at 12.5 µM; in the data active means activation above about 40%;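 further: 0% = median of the plate's neutral control wells and 100% = double that signal; a rise in the Bmi1 reporter signal indicates esBAF inhibition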
# ERAP1 HTS inh: ERAP1 (human) enzyme inhibition; recombinant ERAP1, Leu-AMC fluorescence, 60 min; inhibition, % at 10.7 µM; 0.15% of 340,000 active; AID 652197;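 active means mean replicate inhibition of at least 30%, or all replicates individually reaching that 30% level; inactive means mean below 30% and not every replicate reaching it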;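 further: 0% = neutral control wells and 100% = L-leucinethiol positive control wells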
# ARNT TACC3 PPI: ARNT/TACC3 interaction disruption. AlphaScreen His-ARNT PAS-B/GST-TACC3 binding, luminescence; TACC3 fragment carries E629A point mutation. inhibition, % at 9.99 µM. 0.66% of 390,000 active. AID 623870;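 active means mean inhibition of replicates at least 50% and at least half of replicates each reaching 50%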;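 further: 0% = complete ARNT plus TACC3 wells and 100% = ARNT alone without TACC3; many hits fall short of the cut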
# F508del corr: CFTR F508del correction in bronchial cells. AID 720511. 0.36% of 350,000 active. CFBE cells, YFP halide quenching; stimulated with forskolin plus potentiator P3; % fluorescence drop versus neutral controls. activity (quench increase), % at 7.58 µM;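 active means mean added fluorescence quench of at least 8% versus neutral control, with both replicates also reaching 8%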;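 further: cells transiently co-express mutant CFTR-F508del with the halide-sensitive YFP; corrector assay measuring rescue of mutant channel to the surface after 24 h compound exposure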
# INS-1E GSIS act: GLuc luminescence reporter in INS-1E cells, primary screen for activators of glucose-dependent secretion of insulin. INS-1E GLuc reporter insulin secretion, 2-3 h. activation, % at 16.6 µM. 0.61% of 370,000 active;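 active means lowest replicate activation of at least 40%, so every replicate reaches that level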;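 further: 0% = median of neutral control wells and 100% = median of IBMX positive control wells; some compounds called inactive have numbers as strong as hits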
# The depositor's hits bear a star; nt = not tested or not shown.
SMILES,RAD52 inh,RAD54 inh,Xi reactivation,esBAF inh,ERAP1 HTS inh,ARNT TACC3 PPI,F508del corr,INS-1E GSIS act
COc1ccc(NC(=O)Nc2ccc3c(c2)C(=O)N([C@@H](C)CO)C[C@H](C)[C@H](CN(C)S(=O)(=O)c2cccs2)O3)cc1,-6,-4,0.0,-3,-1,9,3.0,-4
Cn1ccc(NC(=O)Nc2cccc(C(F)(F)F)c2)n1,-4,-1,0.0,5,-1,-5,-0.3,36
O=C(C[C@H]1C[C@@H]2c3cc(NC(=O)c4cccnc4)ccc3O[C@@H]2[C@@H](CO)O1)NCc1cc(F)ccc1F,-6,-8,0.0,2,1,4,-2.7,-21
CCOC(=O)c1ccc(N2CN(C3CCCCC3)CNC2=S)cc1,nt,-1,nt,0,nt,-2,nt,7
CCOc1ncccc1C(=O)N=C1SCCN1C(=O)c1cccnc1OCC,-10,2,0.3,-6,1,-2,0.2,38
O=C(NCC[C@@H]1CC[C@H](NS(=O)(=O)Cc2ccccc2)[C@H](CO)O1)C1CCOCC1,4,5,-0.2,-3,3,-4,1.2,-3
O=C(c1cc(-c2ccco2)on1)N1CCCc2ccccc21,-52,-6,nt,17,2,-6,2.1,8
O=C(Nc1ccccc1N1CCN(c2ccccc2)CC1)C1CCCCC1,-4,8,nt,-6,14,-2,0.6,5
CCCc1c(C(=O)N/N=C/c2ccccc2OCc2ccc(F)cc2)nnn1-c1nonc1N,-13,-2,0.0,-2,-5,3,-2.7,9
C[C@H](CO)N1C[C@H](C)[C@@H](CN(C)S(=O)(=O)c2ccccc2)Oc2cc(C#Cc3ccncc3)ccc2S1(=O)=O,-18,-5,-1.9,-6,1,6,0.1,-43
O=C(Cc1cccnc1)N1CC[C@H]2[C@H](CO)Nc3ccc(C#Cc4cccc(F)c4)cc3[C@H]21,-25,nt,0.0,nt,-1,nt,0.5,-8
COC(=O)c1cc(S(=O)(=O)N2CCC(C(N)=O)CC2)oc1C,-6,-9,0.0,-7,nt,-3,0.1,-14
CC(C)CN(C(=O)Cn1ccccc1=O)C1CCS(=O)(=O)C1 (configuration not stated),-1,-4,0.0,-1,-2,6,-0.6,10
Cc1ccc2oc(=O)n(CC(=O)c3ccc(F)cc3)c2c1,-3,nt,0.1,nt,-4,37,-1.1,-4
CCCN1CCN(C(=O)Nc2ccc(OCC)cc2)CC1,-10,nt,0.0,nt,-1,nt,-2.0,25
O=C(O)C(c1ccccc1)C1(O)CCCCC1 (configuration not stated),-9,7,0.2,13,-2,-4,0.2,-2
COc1ccccc1N1CCN(S(=O)(=O)c2cc(-c3cc(C)no3)ccc2C(C)C)CC1,-6,5,0.5,1,4,-4,-0.8,6
CCCCCCCCNC(=O)c1cnsn1,-7,nt,0.2,nt,6,4,-4.1,8
COC(=O)c1sc(NC(=O)c2ccc(C)o2)nc1C,-18,nt,0.0,nt,-4,2,nt,1
CC(C)=CCC/C(C)=C/CNC(=O)C[C@H]1C[C@H](C(=O)N2CCCCC2)[C@@]2(C)c3[nH]c4ccc(Cl)cc4c3CCN2C1=O,-3,9,0.0,-7,nt,-6,4.1,-32
CNc1ccccc1C(=O)OC(C)C(=O)Nc1ccc(S(=O)(=O)N2CCCC2)cc1 (configuration not stated),-15,2,0.1,-8,21,8,-1.0,-18
C[C@@H]1CN([C@H](C)CO)C(=O)c2c(c3ccccc3n2C)-c2ccccc2CO[C@H]1CN(C)C(=O)Nc1ccnc(N2CCOCC2)c1,11,nt,-0.1,nt,-1,nt,-0.8,10
Cc1noc(C)c1COC(=O)/C=C/c1ccccc1Cl,-9,nt,0.0,nt,0,nt,nt,18
OC[C@H]1[C@@H](c2ccc(C3=CCCC3)cc2)[C@@H]2CN(CCC(F)(F)F)CCCCN12,29,0,nt,nt,5,8,-2.9,nt
O=C(O)CC12CC3CC(C1)CC(n1ncc(NCc4ccccc4)c(Cl)c1=O)(C3)C2,-10,-8,0.0,8,1,23,1.6,27
CN(C)C(=O)C[C@H]1CC[C@H](NC(=O)C2CC2)[C@H](CO)O1,-14,-5,-0.4,-1,0,-5,-0.5,17
CCC(CC)c1nnc(NC(=O)CCN2C(=O)c3ccccc3C2=O)s1,nt,-4,nt,3,nt,-2,nt,1
CCOc1ccc2[nH]c3c(NCCOC)ncnc3c2c1,4,nt,0.2,18,-2,4,nt,-2
O=C(Nc1ccc(F)cc1)N[C@@H]1CC[C@@H](CCNC(=O)c2ccccc2F)O[C@@H]1CO,-14,nt,1.4,nt,-4,nt,-0.5,19
Cc1nn2c(=O)cc(CSc3ccccc3NC(=O)c3ccccc3)nc2s1,-19,-7,0.0,-5,-1,-3,1.0,8
N#Cc1ccc(S(=O)(=O)N2CCN(C(=O)[C@@H]3CCCN3C(=O)c3cccs3)CC2)cc1,-3,-13,0.3,-1,-1,-4,-1.1,-7
CC1CCCC(NC(=O)c2n[nH]c(=O)c3ccccc23)C1C (configuration not stated),-13,-4,nt,31,0,-5,nt,8
COc1cccc(S(=O)(=O)N[C@@H]2C=C[C@@H](CC(=O)NC3Cc4ccccc4C3)O[C@@H]2CO)c1,0,-1,0.0,-4,-3,-6,2.2,5
C=CCNC(=O)Nc1ccc(F)cc1F,-6,nt,-0.1,nt,14,1,nt,4
CC1(C)CC(=O)C2=C(C1)N(CCN1CCOCC1)C1=C(C(=O)CC(C)(C)C1)C2c1ccc(Cl)cc1,1,4,0.3,5,-73,-3,4.8,-32
CCS(=O)(=O)Nc1ccc2c(c1)C(=O)N(C)C[C@H](OC)[C@@H](C)CN(C)[C@H](C)CO2,-3,-1,1.0,2,-1,1,0.8,20
CCCC(=O)N1CC2(C1)CN(C(=O)CN1CCOCC1)[C@@H](CO)c1c2c2ccc(OC)cc2n1C,0,nt,0.2,nt,6,nt,-0.2,14
CCC(C)c1ccccc1NC(=O)c1cccc(-n2cnnn2)c1 (configuration not stated),-12,1,0.0,-6,-2,-2,-0.3,-10
O=C(COC(=O)C12CC3CC(CC(Cl)(C3)C1)C2)N1CCCCC1,-6,7,0.2,-1,-1,-16,-3.2,nt
O=C(c1cc(-c2ccc(Cl)cc2Cl)on1)N1CCCC1,3,-8,0.0,-49,3,-2,1.9,20

# 5 consecutive entries already listed, quoted:
SMILES,RAD52 inh,RAD54 inh,Xi reactivation,esBAF inh,ERAP1 HTS inh,ARNT TACC3 PPI,F508del corr,INS-1E GSIS act
COc1ccc(NC(=O)Nc2ccc3c(c2)C(=O)N([C@@H](C)CO)C[C@H](C)[C@H](CN(C)S(=O)(=O)c2cccs2)O3)cc1,-6,-4,0.0,-3,-1,9,3.0,-4
Cn1ccc(NC(=O)Nc2cccc(C(F)(F)F)c2)n1,-4,-1,0.0,5,-1,-5,-0.3,36
O=C(C[C@H]1C[C@@H]2c3cc(NC(=O)c4cccnc4)ccc3O[C@@H]2[C@@H](CO)O1)NCc1cc(F)ccc1F,-6,-8,0.0,2,1,4,-2.7,-21
CCOC(=O)c1ccc(N2CN(C3CCCCC3)CNC2=S)cc1,nt,-1,nt,0,nt,-2,nt,7
CCOc1ncccc1C(=O)N=C1SCCN1C(=O)c1cccnc1OCC,-10,2,0.3,-6,1,-2,0.2,38

# Following part
SMILES,RAD52 inh,RAD54 inh,Xi reactivation,esBAF inh,ERAP1 HTS inh,ARNT TACC3 PPI,F508del corr,INS-1E GSIS act
CCOCCCNC(=O)Cc1ccc(-n2c(CC)nc3cccnc32)cc1,10,8,0.0,0,2,-14,-1.5,-3
NCCCC[C@H]1CNC(=O)C(=O)N1CC1CCCCC1,-10,0,0.0,2,2,-5,-1.1,32
CC(C)NC(=O)N[C@H]1CC[C@@H](CCn2cc(-c3ccccc3)nn2)O[C@H]1CO,7,-2,-0.7,5,0,nt,-0.7,7
O=C(C[C@@H]1C[C@@H]2c3cc(NS(=O)(=O)c4ccc(F)cc4)ccc3O[C@@H]2[C@H](CO)O1)NCc1ccncc1,-5,-6,-0.1,-4,0,4,-3.4,-9
COC(=O)[C@H](CCSC)NC(=O)Nc1ccc(C)cc1,nt,11,nt,-1,nt,-5,nt,13
O=S1(=O)CCOCCCN1Cc1ccc(Cl)cc1,-12,7,0.0,-6,1,1,2.2,-4
COc1ccc(CNC(=O)C[C@@H]2C[C@H]3c4cc(NC(=O)CN(C)C)ccc4O[C@H]3[C@H](CO)O2)cc1,9,3,0.0,-2,0,-4,-2.3,13
COc1ccc(Nc2nc(N(C)c3ccccc3)nc(N)c2[N+](=O)[O-])cc1,1,nt,0.2,nt,0,2,-1.3,10
CCC(=C/c1sc2ccc3ccccc3c2[n+]1C)/C=C1\Sc2ccc3ccccc3c2N1C,-69,-12,68*,-22,4,0,4.7,30
O=C(CN1C(=O)S/C(=C\C=C\c2ccccc2)C1=O)NC1CCS(=O)(=O)C1 (configuration not stated),-15,-1,0.1,38,1,-6,0.5,-2
C[C@H]1CN([C@@H](C)CO)S(=O)(=O)c2ccc(-c3cccc(C(=O)N(C)C)c3)cc2O[C@H]1CN(C)C(=O)Nc1ccccc1,0,5,-0.8,6,5,0,-1.0,-8
CCOC(=O)c1sc(NC(=O)/C=C/c2ccc(F)cc2)nc1C,-10,nt,0.0,-4,0,-7,1.8,-6
O=C(N/N=C/c1ccco1)c1cc([N+](=O)[O-])cc([N+](=O)[O-])c1,2,nt,0.0,nt,6,17,nt,10
CNC[C@H]1Oc2ccc(NC(=O)Nc3ccc4c(c3)OCO4)cc2CC(=O)N([C@@H](C)CO)C[C@H]1C,-4,4,-0.9,2,nt,nt,-1.6,5
N#C[C@@H]1[C@H](c2ccccc2)[C@H](CO)N1C(=O)c1ccc2c(c1)OCO2,-11,3,-0.1,9,1,2,-0.5,7
COc1ccc(C(=O)OCC(=O)c2ccccc2)cc1S(=O)(=O)N1CCOCC1,-15,5,nt,1,1,0,nt,13
COc1cc(C(=O)NCC2CCCO2)ccc1OCc1ccc(Cl)cc1 (configuration not stated),-9,14,-0.4,24,-7,-7,11*,-15
O=C(CNC(=O)c1cccs1)NCC(=O)OCc1ccc(F)cc1,-21,-14,0.0,6,-3,nt,-1.2,-6
CC(C)(C#N)NC(=O)C1CCCN1S(=O)(=O)c1ccc2ccccc2c1 (configuration not stated),-11,-3,0.4,1,0,0,-1.2,-1
COCC(=O)N1[C@H](CO)[C@H](c2ccc(C#CC(C)C)cc2)[C@@H]1CNC(C)=O,-28,nt,0.1,nt,-3,nt,-2.0,-10
CCCN1CCC(NC(=O)CCc2nnc(Cc3cc(OC)ccc3OC)o2)CC1,-14,2,-0.1,2,6,-5,0.4,0
COC(=O)[C@]1(C)N[C@H](CN(C)S(=O)(=O)c2ccc(F)cc2)[C@@H]2C(=O)N(C)C(=O)[C@@H]21,-1,-16,-0.2,-11,3,-3,3.5,nt
CCC(=O)N1CC2(C1)CN(CC1CCOCC1)[C@H](CO)c1c2c2ccc(OC)cc2n1C,-148,nt,0.2,nt,-3,nt,4.0,-4
CN(C)c1cccc(C(=O)OCC(=O)c2ccc[nH]2)c1,-2,7,0.0,nt,-1,3,0.8,5

# Of the compounds above, 2 have a COOH group.
SMILES,RAD52 inh,RAD54 inh,Xi reactivation,esBAF inh,ERAP1 HTS inh,ARNT TACC3 PPI,F508del corr,INS-1E GSIS act
O=C(O)C(c1ccccc1)C1(O)CCCCC1 (configuration not stated),-9,7,0.2,13,-2,-4,0.2,-2
O=C(O)CC12CC3CC(C1)CC(n1ncc(NCc4ccccc4)c(Cl)c1=O)(C3)C2,-10,-8,0.0,8,1,23,1.6,27

# Rows were taken by chance. About 3.3% of those tested had a hit in this group.
